Screens deposited in PubChem BioAssay by several laboratories.
HDAC3 inhib – inhibitors of human histone deacetylase 3 | O15379 | recombinant HDAC3, fluorogenic peptide/trypsin coupled, fluorescence | inhibition, % at 8.3 µM | hit rate 0.15% among 320,000 | AID 2718; in the data active means inhibition above about 26%, passing the limit was not always enough; inconclusive means no clear call, values can overlap the other calls
Target sequence (O15379 whole entry, looked up): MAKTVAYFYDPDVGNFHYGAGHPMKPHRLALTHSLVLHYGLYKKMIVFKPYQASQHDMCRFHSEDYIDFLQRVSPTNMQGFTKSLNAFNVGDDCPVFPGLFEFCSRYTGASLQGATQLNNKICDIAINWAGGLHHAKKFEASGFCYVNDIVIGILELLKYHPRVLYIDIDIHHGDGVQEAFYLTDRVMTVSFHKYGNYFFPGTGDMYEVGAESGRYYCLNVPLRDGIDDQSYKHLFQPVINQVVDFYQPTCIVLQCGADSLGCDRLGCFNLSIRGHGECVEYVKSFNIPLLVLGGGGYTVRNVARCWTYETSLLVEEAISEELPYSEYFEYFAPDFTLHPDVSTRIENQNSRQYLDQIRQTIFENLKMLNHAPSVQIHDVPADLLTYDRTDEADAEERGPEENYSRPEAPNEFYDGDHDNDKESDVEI
aSyn 5UTR inh – MLPCN primary screen, SNCA 5' untranslated region; alpha-synuclein 5'UTR reporter, inhibitor activity; inhibition, % (tested at 7.5 µM); hit rate 0.82% among 300,000; AID 1813; in the data active means inhibition above about 60%; inconclusive means no clear call, values can overlap the other calls;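 further: H4 neuroglioblastoma cells stably carrying SNCA 5'UTR luciferase fusion; 0% = DMSO wells and 100% = positive control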
HIF act – HIF pathway transcriptional activation. activation, % at 7.5 µM (by protocol). AID 1910. hit rate 0.32% among 300,000. U2OS HRE-luciferase reporter, luminescence; normalized: DMSO 0%, desferrioxamine 100%;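 active means mean activation of at least 10% of the iron chelator positive control signal, with at least half of replicates also reaching 10%; inconclusive means mean and replicate majority disagree about reaching 10%; inactive means mean and most replicates under 10%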
Platelet DG rel – modulates dense granule release in human platelets. human platelet-rich plasma, SFLLRN dense granule ATP release, luminescence. inhibition, %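 (compounds screened at 7.5 µM in platelet-rich plasma)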. hit rate 0.22% among 300,000. AID 1663;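 active means mean replicate score, as percent of positive control, at or above 50; inconclusive means mean below 50 but at least one replicate at or above 50; inactive means mean and every replicate below 50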
HSF1 inhib – HSF1 inhibition. activity change, negative = inhibition, % at 7.5 µM (by protocol). hit rate 0.77% among 300,000. NIH3T3-HGL HSE-luciferase, MG132-induced, luminescence 8 h; stronger effect = lower value. AID 2098;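 active means more than half of replicate wells show activity change below -50%, luminescence cut by over half; inconclusive means some wells, but at most half, below -50%; inactive means no replicate well below -50%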;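 further: luciferase reports HSF-1 transcriptional activity via heat shock element; 0% = median of DMSO wells and -100% = zero luminescence signal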
AI-2 QS mod – modulators of Vibrio harveyi AI-2 quorum sensing system | activity change, % at 7.5 µM | hit rate 0.4% among 300,000 | Vibrio harveyi JMH597 AI-2 luminescence/OD600 ratio, 9 h; stronger effect = lower value; strain lacks LuxN and CqsS sensors; 0 = neutral-control median; in the data active means activity change below about -75%, passing the limit was not always enough; inconclusive means no clear call, values can overlap the other calls;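 further: luminescence divided by OD600 gain over 9 h not by final OD600 alone; inactives centre near 13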
HSF-1 act – increases HSF-1 driven luciferase reporter signal. NIH3T3-HGL HSF-1 luciferase reporter, MG132, 8 h; 100% = twice DMSO control signal. activation, % at 9 µM. hit rate 1.7% among 300,000. AID 504408;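 active means mean replicate activation of at least 50% with a set share of replicates each reaching 50%; inconclusive means only one of those two conditions met; inactive means mean below 50% and too few replicates reaching it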;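 further: 0% = median of the neutral control wells and 100% = twice that signal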
KLF5 inhibitor – suppresses KLF5 promoter-driven expression | DLD-1 KLF5 promoter-luciferase reporter, luminescence | inhibition, % at 5 µM | hit rate 0.23% among 290,000 | AID 1700;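 active means inhibition above a per-plate limit of that plate's mean compound inhibition plus 3 SD, cut at about 60% in these data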;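 further: 0% = DMSO wells and 100% = LY294002 at 200 µM; higher means less KLF5 promoter-driven luciferase light; inactives centre near -14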
HSP90 inh – HSP90 refolding inhibition in rabbit reticulocyte lysate | luciferase refolding luminescence, 3 h | hit rate 0.91% among 290,000 | inhibition, % at 5.6 µM;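 active means inhibition above the screen-wide mean plus 3 SD, computed separately per campaign, cut at about 16% in these data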;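 further: 0% = DMSO wells and 100% = 60 µM geldanamycin wells; inhibitors lower the luminescence because luciferase stays unfolded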
IEC-6 tox – counter-screen for KLF5 inhibitors: cytotoxicity in IEC-6 cells; IEC-6 cytotoxicity, luminescence viability; inhibition, % at 5 µM; hit rate 0.78% among 290,000; AID 1825; in the data active means inhibition above about 22%;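 further: 0% = plate median of test compound wells and 100% = cytotoxic reference compound wells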
Numbers without * were called inactive; ? = inconclusive; / = not tested or not shown.

Order of results: HIF act	IEC-6 tox	HDAC3 inhib	HSF-1 act	KLF5 inhibitor	AI-2 QS mod	HSF1 inhib	Platelet DG rel	HSP90 inh	aSyn 5UTR inh
1	c1ccc2c(c1)OCC(c1nn3c(Cn4nnc5ccccc54)nnc3s1)O2 (stereo not drawn)
→ /	4	-1	/	-12	1	/	-3	-2	/
2	O=C(c1cccnc1)N(Cc1ccccc1)C1(C(=O)Nc2ccccc2)CCCCC1
→ 0.3	-5	-3	12	-12	23	4	5	-1	-24
3	O=C(CN(C(=O)CCC(=O)Nc1nccs1)C1CCCC1)NCc1ccc2c(c1)OCO2
→ -0.1	-5	14	13	-11	33	1	1	-2	-28
4	CCOCCN1CCN(c2c3c(nc4cc(-c5ccc(F)cc5)nn24)CCC3)CC1
→ /	4	/	3	-2	21	5	1	5	-26
5	Cc1cc(C)n(C(=O)Cn2nc([N+](=O)[O-])c(Br)c2C)n1
→ 0.4	-3	1	-12	9	23	2	5	2	-2
6	O=C1CSC(c2ccc3c(c2)OCO3)N1c1ccc(Oc2ccccc2)cc1 (stereo not drawn)
→ 0.0	-2	3	0	-8	-39	-2	-2	-1	-12
7	O=C(Nc1ccccc1N1CCN(c2ccccc2)CC1)c1ccccc1
→ -9.7	-6	-1	8	-12	7	-6	7	1	32
8	O=C(NCc1ccncc1)Nc1ccc2c(c1)OCO2
→ 0.3	4	1	39	-19	2	1	-2	5	-64
9	Cc1c(CN(C)C(=O)/C=C/c2ccc([N+](=O)[O-])cc2)cnn1C
→ 0.3	-7	2	13	-23	13	-2	3	-1	-12
10	Cn1c(SCC#N)nnc1-c1cnccn1
→ -0.6	-9	2	-13	-6	9	-1	-7	3	5
11	COc1ccc(CNC(=O)c2ccc(-c3ccccc3)cc2)cc1
→ 1.0	-1	1	?	-40	31	34	27	-3	-115
12	COc1ccc(C2C(C(C)=O)=C(C)N=c3s/c(=C\c4ccc5c(c4)OCO5)c(=O)n32)c(OC)c1 (stereo not drawn)
→ 0.1	-6	-2	8	-23	5	1	0	0	21
13	COc1ccc2nc3oc(C(=O)N4CCN(c5ccccc5F)CC4)cc3cc2c1
→ 0.3	0	-4	13	-2	-8	-1	-5	-1	-6
14	CCC(C)C(=O)Nc1nc2c(s1)C(=O)CC(C)(C)C2 (stereo not drawn)
→ 0.7	-4	2	-4	-11	27	1	-15	-2	-19
15	COc1cc(N)ccc1-c1cc2ccccc2oc1=O
→ 0.8	2	5	-1	-41	7	0	-7	-1	-19
16	O=C(c1ccc([N+](=O)[O-])s1)N1CCN(c2cccc(Cl)c2)CC1
→ -1.6	-1	8	-59	-39	?	-52*	1	7	-11
17	O=C(OCc1nnc(-c2ccc(Cl)cc2)o1)c1ccncc1
→ -0.1	-5	?	2	-15	-2	10	-4	0	-22
18	Cc1cc(NN)nc(NS(=O)(=O)c2ccccc2Cl)n1
→ 0.9	7	4	-31	6	23	-7	21	-1	35
19	COc1cc(CC(=O)NCc2ccc3c(c2)OCO3)cc(OC)c1OC
→ 0.0	-4	-8	-8	-28	-7	-6	8	0	6
20	CCCN(CCC)CCCNC(=O)c1cn(CC)c2ccc(S(=O)(=O)N(C)C3CCCCC3)cc2c1=O
→ -0.5	-5	-1	6	-6	/	0	5	-3	-15
21	Cc1noc(C)c1COC(=O)Cn1c(C)nc2ccccc21
→ 0.0	-2	3	5	-1	6	5	1	0	14
22	N=C1C(c2ccccc2)=C(O)CN1CCCO
→ -0.2	6	6	3	-7	14	-3	2	4	15
23	Cc1nnc(SC(C(=O)c2ccccc2)c2ccccc2)[nH]c1=O (stereo not drawn)
→ 0.0	2	-1	7	-24	14	1	3	-2	7
24	O=C(O)C1(P(=O)(c2ccccc2)c2ccccc2)CCCC1
→ -0.3	4	-3	-9	-23	31	-5	-7	6	-1
25	CN=C(Nc1ccc(C(=O)OC)cc1)SC1CC(=O)N(c2ccccc2F)C1=O (stereo not drawn)
→ 0.4	-3	7	-6	-55	11	0	-20	0	-1
26	Cc1cc(=O)oc(C)c1C(=O)N[C@@H](Cc1ccccc1)C(=O)O
→ 0.6	2	0	-10	-42	11	1	2	-1	10
27	Cn1c(CO)c(-c2ccccc2)c2cc([N+](=O)[O-])ccc21
→ -0.3	6	-5	4	-24	20	-5	3	7	17
28	CCOC(=O)c1cc2c(nc1NC(=S)Nc1ccccc1)CC(C)(C)OC2
→ 0.0	-7	-3	/	-13	6	/	14	-3	-11
29	CC[C@@]12C(=O)N(c3cccc(C)c3)C(=O)N1[C@H](c1ccc(OC)cc1)[C@@H]1C(=O)N(C(C)(C)C)C(=O)[C@@H]12
→ -0.6	-6	-2	0	-32	18	3	6	-1	18
30	CCC(C(=O)NC1CCCCC1)n1c(SCc2ccc(F)cc2)nc2ccncc21 (stereo not drawn)
→ 0.4	4	-7	-8	6	24	-9	4	5	-7

Reprinted, nos. 21–30
Order of results: HIF act	IEC-6 tox	HDAC3 inhib	HSF-1 act	KLF5 inhibitor	AI-2 QS mod	HSF1 inhib	Platelet DG rel	HSP90 inh	aSyn 5UTR inh
21	Cc1noc(C)c1COC(=O)Cn1c(C)nc2ccccc21
→ 0.0	-2	3	5	-1	6	5	1	0	14
22	N=C1C(c2ccccc2)=C(O)CN1CCCO
→ -0.2	6	6	3	-7	14	-3	2	4	15
23	Cc1nnc(SC(C(=O)c2ccccc2)c2ccccc2)[nH]c1=O (stereo not drawn)
→ 0.0	2	-1	7	-24	14	1	3	-2	7
24	O=C(O)C1(P(=O)(c2ccccc2)c2ccccc2)CCCC1
→ -0.3	4	-3	-9	-23	31	-5	-7	6	-1
25	CN=C(Nc1ccc(C(=O)OC)cc1)SC1CC(=O)N(c2ccccc2F)C1=O (stereo not drawn)
→ 0.4	-3	7	-6	-55	11	0	-20	0	-1
26	Cc1cc(=O)oc(C)c1C(=O)N[C@@H](Cc1ccccc1)C(=O)O
→ 0.6	2	0	-10	-42	11	1	2	-1	10
27	Cn1c(CO)c(-c2ccccc2)c2cc([N+](=O)[O-])ccc21
→ -0.3	6	-5	4	-24	20	-5	3	7	17
28	CCOC(=O)c1cc2c(nc1NC(=S)Nc1ccccc1)CC(C)(C)OC2
→ 0.0	-7	-3	/	-13	6	/	14	-3	-11
29	CC[C@@]12C(=O)N(c3cccc(C)c3)C(=O)N1[C@H](c1ccc(OC)cc1)[C@@H]1C(=O)N(C(C)(C)C)C(=O)[C@@H]12
→ -0.6	-6	-2	0	-32	18	3	6	-1	18
30	CCC(C(=O)NC1CCCCC1)n1c(SCc2ccc(F)cc2)nc2ccncc21 (stereo not drawn)
→ 0.4	4	-7	-8	6	24	-9	4	5	-7

(more compounds)
Order of results: HIF act	IEC-6 tox	HDAC3 inhib	HSF-1 act	KLF5 inhibitor	AI-2 QS mod	HSF1 inhib	Platelet DG rel	HSP90 inh	aSyn 5UTR inh
31	O=C(Nc1ccccc1N1CCOCC1)c1cc(Br)c(Br)s1
→ -0.2	-10	2	-10	2	23	6	-1	1	-16
32	CC(C)CC1C(C#N)=C(N)Oc2n[nH]c(-c3cccs3)c21 (stereo not drawn)
→ -0.1	7	7	-3	-23	18	6	5	18*	2
33	O=C(COC(=O)c1cn(-c2ccccc2)nc1-c1cccnc1)NC1CC1
→ -0.5	-3	1	-3	-24	23	4	2	-1	8
34	CC1CCCCC1NC(=O)/C(C#N)=C/c1ccc(OCC(N)=O)cc1 (stereo not drawn)
→ 0.2	-6	6	-7	-25	13	-8	-15	7	-1
35	Cc1nnsc1S(=O)(=O)c1ccccc1
→ 0.6	-1	2	-7	-28	19	1	0	-4	-41
36	CCCCC1CCC(C(=O)N(CCCC)c2c(N)n(CCCC)c(=O)[nH]c2=O)CC1 (stereo not drawn)
→ -0.4	-1	-7	7	-10	10	-7	4	-3	6
37	Cc1ccc2c(c1)C(c1ccccc1)N(C(=O)c1cc3ccccc3oc1=O)CC(=O)N2 (stereo not drawn)
→ 0.1	-7	-4	10	-1	13	7	-15	-3	-4
38	O=C(/C=C/c1cccs1)NCc1ccccc1
→ 1.7	-2	3	41	-60	-90*	19	1	-8	-110
39	CN(C)CCN(C(=O)c1ccc2c(c1)OCCO2)c1nc2cc3c(cc2s1)OCO3
→ 3.8	-7	/	36	-44	61	17	3	3	-77
40	Nc1ccc(S(=O)(=O)NC(Cc2ccccc2)C(=O)O)cc1 (stereo not drawn)
→ -0.1	-6	13	7	-34	12	-9	-2	-2	5
41	C=CCN1C(=O)NC2(O)C(=O)c3ccccc3C12O (stereo not drawn)
→ -0.4	-3	0	4	-21	28	1	0	0	9
42	COc1cc(/C=N/NC(=O)c2cccc3ccccc23)cc(OC)c1O
→ -0.6	-7	6	-8	-9	28	-1	5	8	-13
43	O=C1C2CCCN2C(c2cccs2)N1c1ccc(F)cc1 (stereo not drawn)
→ -0.1	0	-4	-2	-28	-3	-2	-5	2	-26
44	CCc1nc(SCC(=O)NCCc2ccccc2)n[nH]1
→ 0.4	-1	-3	-2	5	19	-2	4	-3	-23
45	CCc1nc(Nc2ccccc2)c2nnn(Cc3ccccc3)c2n1
→ 0.6	4	2	3	-4	-3	1	-1	6	29
46	CC(NC(=O)Cn1cc2c(n1)CCCCC2)c1ccccc1 (stereo not drawn)
→ 0.1	2	-4	8	11	10	0	4	-6	5
47	CS(=O)(=O)Cc1cc(N2CCCC2)nc(-c2ccccc2)n1
→ 0.2	-6	-5	33	0	13	5	0	1	-7
48	COc1cccc(N2CCN(c3ccc(N4C(=O)CCC4=O)cc3[N+](=O)[O-])CC2)c1
→ -0.3	6	-6	7	13	16	4	1	-2	19
49	COc1ccc(CN2CCCC(C(=O)N3CCCCC3)C2)cc1OC (stereo not drawn)
→ -1.0	-2	-2	1	-52	9	-6	7	-2	15
50	COc1cccc(/C=C/C(=O)NCCc2ccc(OC)c(OC)c2)c1
→ -0.1	0	-2	-1	-12	17	1	-11	-1	16
51	COC(=O)Cn1c(=O)sc2ccccc21
→ 0.0	-11	-2	1	5	6	0	10	0	8
52	Cc1c(CC(=O)O)c(=O)oc2c(C)c(OCc3c(F)cccc3Cl)ccc12
→ -11	2	-6	7	-4	20	-2	1	-3	-6
53	CCOC(=O)N1CCN(C(=S)NC(=O)c2ccc(Br)cc2)CC1
→ -0.7	-5	2	-2	-14	6	1	4	-1	24
54	CC1(C)Oc2ccc(C(=O)N3CCc4ccccc43)cc2N(CC(=O)N2CCCC2)C1=O
→ 0.5	-1	3	-11	-6	10	-7	-1	-3	-6
55	COc1ccc(S(=O)(=O)N2CCOCC2)cc1NC(=O)c1cccc(Cl)c1
→ 0.4	-9	-15	0	-10	10	0	-7	2	-1
56	CC1(C)C(=O)Nc2ccccc2N1C(=O)COc1ncnc2c(Cl)cc(Cl)cc12
→ -0.4	7	4	22	-12	-5	0	-6	3	-2
57	COC(=O)CNS(=O)(=O)c1ccc(OC)cc1
→ 0.5	-2	-8	10	-10	37	-2	2	0	-11
58	NC(=NC1CCCCC1)c1ccc([N+](=O)[O-])cc1
→ -1.0	2	-2	18	-17	16	7	/	0	-7
